# Assay outcomes as filed in PubChem BioAssay.
# GPR7 antag = GPR7 receptor antagonists, primary screen, cell-based, fluorescence, single concentration. 290,000 compounds, 1.1% hits. GPR7-expressing cells, fluorescence antagonist assay. inhibition, % at 4.4 µM. Neuropeptides B/W receptor type 1 (Homo sapiens), P48145; in the data active means inhibition above about 16%, passing the limit was not always enough;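 further: cells stimulated with the agonist NPW; 0% = agonist with vehicle and 100% = vehicle without agonist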
# OXTR agonist = human OXTR agonists, primary screen, fluorescence, CHO-OTR cells, Fluo-8 calcium; Oxytocin receptor (Homo sapiens), P30559; Fluo-8 calcium fluorescence; normalized: DMSO 0%, oxytocin 100%; activation, % at 3 µM; 320,000 compounds, 0.32% hits;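 active means activation above the mean of all tested compounds plus 3 SD, cutoff set per screening run, cut at about 20% in these data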;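 further: peak over basal fluorescence ratio from a 100 s FLIPR kinetic read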
# Target sequence (P30559 whole entry, looked up): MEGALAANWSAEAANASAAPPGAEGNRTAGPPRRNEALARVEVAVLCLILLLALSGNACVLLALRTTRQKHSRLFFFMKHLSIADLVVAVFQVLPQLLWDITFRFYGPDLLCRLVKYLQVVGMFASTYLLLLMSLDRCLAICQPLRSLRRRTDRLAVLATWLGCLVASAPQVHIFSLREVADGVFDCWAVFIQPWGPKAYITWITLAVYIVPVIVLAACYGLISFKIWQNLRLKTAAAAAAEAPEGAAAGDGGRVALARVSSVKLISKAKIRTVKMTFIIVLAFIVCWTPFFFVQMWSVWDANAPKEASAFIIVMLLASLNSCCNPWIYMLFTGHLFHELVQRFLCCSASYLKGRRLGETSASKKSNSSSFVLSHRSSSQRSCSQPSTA
# V1aR counter = agonists of human V1a receptor, primary screen, counter-screen for OXTR agonist project, fluorescence, CHO-V1R cells; activation, % at 3 µM; 320,000 compounds, 0.25% hits; Fluo-8 calcium fluorescence, agonist mode; 0% DMSO, 100% 3 nM vasopressin; Vasopressin V1a receptor (Homo sapiens), P37288;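 active means activation above the mean activation of all tested compounds plus 3 SD, per screening run, cut at about 20% in these data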;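 further: signal is peak over basal fluorescence ratio across a 100 second FLIPR read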
# Target sequence (P37288 whole entry, looked up): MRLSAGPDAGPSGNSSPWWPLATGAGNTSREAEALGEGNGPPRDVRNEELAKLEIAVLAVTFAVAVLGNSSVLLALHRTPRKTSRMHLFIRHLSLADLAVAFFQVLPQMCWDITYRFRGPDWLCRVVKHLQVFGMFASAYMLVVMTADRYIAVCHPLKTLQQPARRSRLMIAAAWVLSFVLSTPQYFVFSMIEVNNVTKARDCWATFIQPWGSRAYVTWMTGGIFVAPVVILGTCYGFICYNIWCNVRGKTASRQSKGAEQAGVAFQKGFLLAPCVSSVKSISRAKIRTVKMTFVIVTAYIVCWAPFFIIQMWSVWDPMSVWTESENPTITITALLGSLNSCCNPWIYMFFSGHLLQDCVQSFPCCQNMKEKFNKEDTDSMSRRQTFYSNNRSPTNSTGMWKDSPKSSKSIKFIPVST
# M18AAP inhibitor = PfM18AAP inhibitors, malaria aminopeptidase, primary screen, biochemical, QFRET, recombinant enzyme | inhibition, % at 7.35 µM | M18 aspartyl aminopeptidase (Plasmodium falciparum 3D7) | H-Glu-NHMec fluorogenic cleavage | 290,000 compounds, 1.2% hits;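 active means inhibition above the campaign mean inhibition over all tested compounds plus 3 SD, cut at about 28% in these data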;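 further: 0% = plate median of test compound wells and 100% = 2 mM ZnCl2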
# MEKK2wt PB1 HTS = modulators of MEK5 binding to wildtype MEKK2, primary screen, biochemical, multiplex bead flow cytometry, Alexa488-MEK5. Mitogen-activated protein kinase kinase kinase 2 (Homo sapiens), Q9Y2U5. Alexa488-MEK5 binding to MEKK2 WT; actives lie on both sides. binding response (% of control), % at 10 µM. 290,000 compounds, 1.1% hits. AID 1531, 2009; in the data active means binding response below about 67% or above about 130%
# NALP1 inh = NALP1 inflammasome inhibitors in reconstituted yeast, colorimetric, S. cerevisiae, triplicate retest. S. cerevisiae NALP1/ASC/caspase-1 growth, X-gal OD620, 72 h. inhibition, % at 10 µM. 280,000 compounds, 0.61% hits. AID 2071, 2009; in the data active means inhibition mostly above about 24%, no sharp cut-off; inactive means mostly below about 32%; further: some compounds called inactive have numbers as strong as hits
# MEKK2 mut-MEK5 = MEK5 binding signal on mutant MEKK2 PB1, primary screen, biochemical, multiplex bead flow cytometry, Alexa488-MEK5; 290,000 compounds, 0.35% hits; percent response, % at 10 µM; Alexa488-MEK5 binding to MEKK2 mutant; AID 1530, 2009; in the data active means percent response above about 24%, passing the limit was not always enough; further: inactives centre near 1; some results filed as inactive read as strong as hits
# OXTR potentiator = human OXTR potentiators, primary screen, fluorescence, CHO-OTR cells, Fluo-8 calcium. 320,000 compounds, 0.061% hits. activation, % at 3 µM. Fluo-8 calcium fluorescence, potentiator mode; 0% = oxytocin EC15, 100% = EC100. Oxytocin receptor (Homo sapiens), P30559;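 active means activation above that plate's cutoff, the mean activation of tested compounds plus 3 SD, cut at about 6.6% in these data, passing the limit was not always enough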;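 further: 100% uses oxytocin at 75 nM as the full agonist control; some results filed as inactive read as strong as hits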
#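 Measured by – Fluo-8 calcium dye fluorescence · Test system – human OTR in CHO cells · Dosing – one concentration, 3.0 µM compound · Controls – EC15 oxytocin alone as 0%, 75 nM oxytocin as 100% · Evaluation – normalized max/min fluorescence ratio, % activation · Timing – 6 min pre-incubation, 100 s read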
# GalR3 antag = GalR3 antagonists in HEK293 cells, primary screen, cell-based, fluorescence readout | inhibition, % at 3 µM | 360,000 compounds, 0.44% hits | HEK293 GalR3-CNG cAMP membrane potential fluorescence; galR3 body fused to GalR1 C-terminus;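 active means inhibition above the screen-wide average plus 3 SD, cut at about 13% in these data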;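 further: forskolin and galanin both at EC90 stimulate the cells; cAMP rise reported by CNG channel membrane potential dye signal; 0% = forskolin plus galanin with DMSO and 100% = forskolin alone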
# Target sequence (O60755 1-299 limits assumed): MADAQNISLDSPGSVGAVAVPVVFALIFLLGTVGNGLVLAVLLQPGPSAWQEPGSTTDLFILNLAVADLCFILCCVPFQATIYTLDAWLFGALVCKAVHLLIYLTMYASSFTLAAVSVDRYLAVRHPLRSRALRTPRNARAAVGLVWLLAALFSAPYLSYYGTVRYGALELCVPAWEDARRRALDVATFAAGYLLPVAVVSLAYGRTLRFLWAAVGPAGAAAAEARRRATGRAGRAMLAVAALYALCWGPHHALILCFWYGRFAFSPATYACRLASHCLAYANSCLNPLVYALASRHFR
# An asterisk follows results filed as active; / = not tested or not shown. Hits appear at their usual frequency. Share with any hit: about 4.1%.
SMILES,GPR7 antag,OXTR agonist,V1aR counter,M18AAP inhibitor,MEKK2wt PB1 HTS,NALP1 inh,MEKK2 mut-MEK5,OXTR potentiator,GalR3 antag
CC(C)(C)C(=O)N1c2ccccc2CCc2ccccc21,-16,-1.8,-1.1,-2,105,17,9,2,-13
CN(C)CCCNC(=O)Cc1ccc(Br)cc1,0,0.1,0.2,12,107,8,4,-1,4
CC(=O)Nc1ccc(NC(=O)Cc2ccc(F)cc2)cc1,-4,1.8,0.1,-4,85,9,-7,-11,/
O=C(Nc1ccc2oc(-c3ccccc3)nc2c1)c1ccc2c(c1)OCCO2,-2,2.2,1.8,-3,97,-3,0,-11,-4
Cc1ccc(C(=O)Nc2ccc(N3CCN(C)CC3)cc2)c(Cl)c1,11,-0.2,0.5,-4,102,13,1,-11,-1
CCOC(=O)c1cccc(NC(=O)Cn2c(CC(=O)N3CCCC3)nc3ccccc32)c1,-2,/,/,-9,108,9,3,/,/
Nc1nc(Cl)cc(N2CCC(c3cc(-c4ccc(Cl)cc4Cl)n[nH]3)CC2)n1,-3,7.6,11,3,105,-2,3,-9,-8
N#CCCn1ccc(NC(=O)c2ccc(Cl)cc2)n1,-2,-0.3,0.1,0,104,30,4,-3,-6
O=C(c1ccc(C(F)(F)F)cc1)C1CCCN(C(=O)CCN2CCCO2)C1 (stereo not drawn),-6,0.2,1.1,2,99,-4,-8,0,-1
O=S1OCCN1c1ccccc1 (stereo not drawn),0,0.5,0.9,0,100,21,-5,4,-7
Cc1cc(C)n(CCCNC(=O)C2CC(=O)N(Cc3ccccc3)C2)n1 (stereo not drawn),/,-0.9,-1.2,/,/,/,/,-5,-4
COc1ccc(S(=O)(=O)N2CC(C)N(C(=O)N(C)C)C2C)cc1 (stereo not drawn),-7,0.3,0.2,7,99,7,-3,-2,-7
O=S(=O)(NCCc1ccccc1)c1ccc(Br)cc1,0,-1.5,0.8,1,102,19,9,-5,-11
O=C(O)C12CC3CC(C1)CC(n1ncc(NCc4ccccc4)c(Cl)c1=O)(C3)C2,-12,0.2,1.4,-2,100,19,-2,-6,-2
O=C(O)c1ccc(CSCc2ccco2)cc1,-11,1.5,1.0,-16,109,4,10,-2,-1
O=C(NCC(=O)N1CCN(c2ccc([N+](=O)[O-])cc2)CC1)c1ccco1,/,1.1,3.1,/,/,/,/,-3,-4
O=C(Oc1cccc(-c2cnc3ccccc3n2)c1)c1ccco1,14,-0.9,1.0,-7,101,20,1,-5,-4
Cc1ccc(NC(=O)C2CCCN2C(=O)Oc2ccccc2)c(C)c1 (stereo not drawn),-3,-0.2,0.2,-2,100,3,3,-1,-7
COc1cc(C(=O)NC(=S)N(CCc2ccccc2)CCc2ccccc2)cc(OC)c1OC,-13,0.8,0.7,1,72,13,-6,-12,-4
CC1CCCC(C)N1NC(=O)c1ccc(Cl)c(S(N)(=O)=O)c1 (stereo not drawn),-2,-0.5,0.3,-2,98,6,2,-7,/
O=C(NC1CCCCCC1)c1cccc(S(=O)(=O)N2CCOCC2)c1,/,0.9,0.6,/,/,/,/,-8,-5
COc1ccccc1NC(=O)c1cc(C)oc1C,-9,-2.7,-1.1,1,100,18,3,-4,-1
COc1ccc2oc(=O)c(C(=O)O)cc2c1,-10,0.2,1.3,5,99,3,3,0,-3
O=C(CNC(=S)N(CCCN1CCOCC1)Cc1cccs1)NC1CCCCCCC1,5,-1.1,0.7,3,102,18,-1,-10,-9
O=C(Nc1ccccc1)c1cc(S(=O)(=O)NCc2ccncc2)ccc1Cl,-12,5.8,9.8,0,103,20,1,-10,-2
Cc1ccc(NC(=O)c2ccc(S(=O)(=O)N3CCOCC3)cc2)c(C)c1,-1,0.8,0.8,2,104,12,-1,-6,-8
COc1ccc(S(=O)(=O)NC2(C(F)(F)F)N=C(c3ccccc3)NC2=O)cc1 (stereo not drawn),-12,0.6,2.1,-8,100,32,-6,-14,-4
COc1ccc(C2=NS(=O)(=O)N(C)C(C(=O)Nc3ccc(OC)c(OC)c3)=C2)cc1,7,4.9,7.9,3,94,9,0,-4,/
O=C(CSc1nc2ccccc2n1CC(=O)N1CCOCC1)N1CCCC1,-16,0.4,0.6,-2,97,-2,2,-12,0
Cc1ccc2cccc(N=Cc3c(C)[nH]n(-c4ccccc4)c3=O)c2n1,0,-1.4,-0.1,5,95,22,2,-1,-11
O=C(CCCN1C(=O)c2cccc3cccc(c23)C1=O)N1CCN(c2ccccn2)CC1,-5,-0.9,-1.3,0,109,13,0,-1,0
O=C1C(=O)N(CCCN2CCOCC2)C(c2ccc(F)cc2)/C1=C(/O)c1ccccc1 (stereo not drawn),-14,0.1,1.1,3,98,-48,-20,-6,-11
CC(C)Cc1nc2oc3c(NCc4cccnc4)ncnc3c2c2c1CCC2,-18,-2.0,-1.9,3,91,10,-5,-6,-2
Cc1nnc(SCC(=O)Nc2cc(C(F)(F)F)ccc2N2CCOCC2)o1,-3,0.7,1.2,-10,102,9,4,-15,-4
CC1=C(C(=O)OCc2ccccc2)C(c2ccc3ccccc3c2)NC(=O)N1CCCC(=O)O (stereo not drawn),5,-0.9,0.1,-6,94,9,-2,-7,-4
O=C(c1ccccc1)N1CCN(c2ccccc2F)CC1,-5,-0.8,0.7,7,93,-12,-4,-12,-2

# Three of the entries above in order of the GPR7 antag value, high to low:
compound	GPR7 antag
Cc1ccc2cccc(N=Cc3c(C)[nH]n(-c4ccccc4)c3=O)c2n1	0
Cc1ccc(NC(=O)c2ccc(S(=O)(=O)N3CCOCC3)cc2)c(C)c1	-1
CC(C)Cc1nc2oc3c(NCc4cccnc4)ncnc3c2c2c1CCC2	-18

# Continuation.
SMILES,GPR7 antag,OXTR agonist,V1aR counter,M18AAP inhibitor,MEKK2wt PB1 HTS,NALP1 inh,MEKK2 mut-MEK5,OXTR potentiator,GalR3 antag
CC(C)N=C(NC#N)SCc1ccc(F)cc1,10,0.5,-0.3,3,102,22,2,2,-6
Cc1ccccc1C(=O)OC1CCN(C)CC1,5,1.0,0.7,-10,103,18,3,4,-9
CN(C(=O)c1ccncc1)C1CCCN(Cc2ccccc2F)C1 (stereo not drawn),-15,0.6,0.8,3,105,3,4,-2,-6
O=C(OC1CCCCC1)c1cc2ccccc2oc1=O,1,-2.3,-2.5,3,104,-5,2,-3,-4
O=C(c1ccco1)N1CCN(C(=S)Nc2ccc(Br)cc2Cl)CC1,1,/,/,5,96,7,-5,/,-4
CCOc1ccc(-c2cc(CCCC(=O)NCc3ccco3)no2)cc1,15,-0.8,0.7,-10,107,31,7,-3,/
N/C(=N\c1nc2ccccc2o1)NC(=O)c1ccccc1NC(=O)c1ccccc1,-14,0.7,0.9,3,113,-4,4,-10,0
CN(C)C=Nc1ncc2c3ccccc3n(CCN(C)C)c2c1C#N,-7,0.3,-0.5,-3,104,-10,11,-6,-4
COC(=O)c1cc2cc(Cl)ccc2nc1SC,-14,-0.9,-0.4,0,97,8,-10,-1,4
O=C(c1ccco1)N1CCN=C1SCc1cccnc1,5,0.6,0.2,-7,109,12,2,-4,3
Cc1cccc(Oc2ncnc3oc(-c4ccccc4)cc23)c1C,-13,-0.2,-0.1,3,102,25,-1,-4,-5
Cc1ccc2c(c1)c1c3n2CCCNC3CCC1 (stereo not drawn),10,15,4.1,4,102,66,-7,-2,0

# Only OXTR agonist, GalR3 antag and NALP1 inh, for some of the entries so far:
Compound	OXTR agonist	GalR3 antag	NALP1 inh
CC1CCCC(C)N1NC(=O)c1ccc(Cl)c(S(N)(=O)=O)c1 (stereo not drawn)	-0.5	/	6
O=C(NC1CCCCCC1)c1cccc(S(=O)(=O)N2CCOCC2)c1	0.9	-5	/
COc1ccccc1NC(=O)c1cc(C)oc1C	-2.7	-1	18
COc1ccc2oc(=O)c(C(=O)O)cc2c1	0.2	-3	3

# Part of the list above, with each value named.
> COC(=O)c1cc2cc(Cl)ccc2nc1SC
  GPR7 antag: -14; OXTR agonist: -0.9; V1aR counter: -0.4; M18AAP inhibitor: 0; MEKK2wt PB1 HTS: 97; NALP1 inh: 8; MEKK2 mut-MEK5: -10; OXTR potentiator: -1; GalR3 antag: 4
> Cc1ccccc1C(=O)OC1CCN(C)CC1
  GPR7 antag: 5; OXTR agonist: 1.0; V1aR counter: 0.7; M18AAP inhibitor: -10; MEKK2wt PB1 HTS: 103; NALP1 inh: 18; MEKK2 mut-MEK5: 3; OXTR potentiator: 4; GalR3 antag: -9

# The list goes on.
SMILES,GPR7 antag,OXTR agonist,V1aR counter,M18AAP inhibitor,MEKK2wt PB1 HTS,NALP1 inh,MEKK2 mut-MEK5,OXTR potentiator,GalR3 antag
CC(C)Cn1cc(C(=O)NCCCOC(C)C)c2c3ccccc3n(C)c2c1=O,-8,-0.4,-0.9,-2,106,8,3,-13,-2
COc1ccc(-c2nc3cc(C)ccn3c2NCc2ccc3c(c2)OCO3)cc1,2,-0.1,-0.6,5,103,5,-6,0,-4
COc1ccc(CSC2=CS(=O)(=O)c3ccccc3N2)cc1,-13,1.0,2.9,-5,97,-8,2,-12,-4
O=C1NC(c2ccc(Cl)cc2)=COc2ccccc21,6,-2.5,-1.1,-4,126,-1,6,-15,-4
Cc1cnc(C(=O)OCc2c(C)cc(C(C)(C)C)cc2C)cn1,-9,-0.4,-0.1,-5,93,8,-6,-10,6
CC(=O)Nc1ccc(Oc2cc(NC(C)=O)cc([N+](=O)[O-])c2)cc1,-1,-0.1,1.0,-1,96,7,-6,-20,-6
COc1ccccc1CNC(=O)C[n+]1ccccc1,-2,-0.2,0.2,15,104,0,7,-15,3
COc1ccc(C(=O)N2CCN(c3ccc(NC(=O)c4cccnc4)cc3)CC2)cc1,8,0.5,0.3,-10,95,30,-7,-2,-2
Cc1ccc(Cl)cc1-c1ccc(/C=N/n2cnnc2)o1,-8,2.5,1.4,33*,98,33,-1,-4,-2
COc1ccccc1/C=C/C(=O)Oc1cccc2cccnc12,-11,-2.1,-1.1,7,103,-12,2,-5,-4
Cc1ccc(S(=O)(=O)NCC2CCC(C(=O)O)CC2)cc1 (stereo not drawn),6,0.8,0.2,1,105,3,11,0,/
Cc1cc2c(cc1S(=O)(=O)N(C)C1CCCCC1)OCC(=O)N2,-2,-1.2,0.9,4,97,16,0,-3,/
O=C(CN1CCN(S(=O)(=O)c2cc(Cl)ccc2Cl)CC1)c1ccc(O)c(O)c1,0,7.7,1.5,72*,97,9,-2,-9,6
COc1ccc(NCc2nc3ccccc3n2CCOc2ccc(C)cc2)cc1,7,3.0,2.3,6,105,22,0,-13,-3
CSc1sc(C(=O)N(C)C)cc1S(=O)(=O)C(C)C,-23,-0.7,-0.8,-2,102,/,5,-11,2
Cc1cc2nnc(SCC(=O)Nc3cc(S(=O)(=O)N4CCOCC4)ccc3Cl)n2c2ccccc12,-11,0.8,1.1,-5,103,28,3,-9,-1
CCOC(=O)c1sc2nc(CC(=O)OC)nc(N3CCN(c4ccc(OC)cc4)CC3)c2c1C,-3,-0.2,0.0,-6,104,-2,3,-1,-1
